Assay outcomes deposited in PubChem BioAssay by several laboratories.
HTR5A inv ag: HTR5A inverse agonism, opioid heterodimer counter-screen | P47898 | HTR5A cell line, luminescence | inhibition, % at 9.3 µM | 340,000 compounds, 0.083% hits | AID 504634; in the data active means inhibition mostly above about 23%, no sharp cut-off; inactive means mostly below about 18%;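 further: 0% = cells with DMSO and 100% = no-cell wells with DMSO; some compounds called inactive have numbers as strong as hits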
PKA-R1A activ: PKA-R1A complex activation. P00514+P68181. PKA-R1A dissociation, Cy5-IP20 fluorescence polarization; scaled: DMSO 0%, 113 µM cGMP 100%. AID 504707. 340,000 compounds, 0.083% hits. activation, % at 11.4 µM;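 active means percent activation above the mean of all tested compounds plus 3 SD, cut at about 19% in these data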;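 further: higher means more PKAc released from R1A so a rise in polarization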
HTR5A ag ctr: HTR5A agonism, opioid heterodimer counter-screen; P47898; activation, % at 9.3 µM; 340,000 compounds, 0.61% hits; AID 504692; HTR5A agonist assay, luminescence, cell-based; in the data active means activation mostly above about 9.5%, no sharp cut-off; inactive means mostly below about 7.6%;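 further: 0% = cells with vehicle only and 100% = reference agonist; strong numbers were not always called active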
phage Ecoli inh: E. coli growth loss with phage present; growth absorbance; inhibition, % at 11.9 µM; 360,000 compounds, 0.26% hits; in the data active means inhibition above about 11%
OPRM1-OPRD1 inv: inverse agonists of human mu-delta opioid receptor heterodimerization | P35372+P41143 | cell-based MOR-DOR heterodimer luminescence, inverse agonism | inhibition, % at 9.3 µM | 340,000 compounds, 0.21% hits; in the data active means inhibition above about 22%, passing the limit was not always enough;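 further: 0% = cells with DMSO and 100% = wells without cells with DMSO; values of inactives mirror those of a sister screen read the other way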
Mot1-301 SUMO: blocks SUMOylation pathway, rescuing yeast Mot1-301 growth; S. cerevisiae Mot1-301 growth rescue, ATP luminescence, 38.5C; percent above DMSO median, 100 means doubled; growth rescue, % at 18.8 µM; 320,000 compounds, 1% hits;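 active means every valid replicate shows activation above 250% relative to neutral control wells; inactive means the rest, any valid replicate at or below 250%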;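 further: OY570 slx delta 5 strain wells were the positive control but not used for scaling; some compounds called inactive have numbers as strong as hits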
PfHsp90 yeast 2: reduces growth (ATP signal) of yeast expressing P. falciparum Hsp90. inhibition, % at 9.4 µM. 310,000 compounds, 0.32% hits. S. cerevisiae expressing PfHsp90, BacTiter-Glo ATP, 48 h; yeast lacking PDR1 and PDR3 efflux regulators;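 active means every replicate shows inhibition above about 80%, whatever the replicate mean, limit read from the data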;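 further: 0% = DMSO neutral controls and 100% = 20 µM radicicol positive controls; yeast relying on Plasmodium falciparum Hsp90 in place of its own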
AddAB inh: less growth of phage-infected E. coli with AddAB | E. coli expressing H. pylori AddAB, absorbance growth | AID 435030 | 330,000 compounds, 0.29% hits | inhibition, % at 11.9 µM; in the data active means inhibition above about 12%;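 further: 0% = vehicle wells of infected cells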
MOR-DOR ag: agonists of human mu-delta opioid receptor heterodimerization | P35372+P41143 | activation, % at 9.3 µM | cells, OPRM1-OPRD1 heterodimerization, luminescence | AID 504326 | 340,000 compounds, 0.3% hits; in the data active means activation above about 18%;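 further: 0% = vehicle-treated cells and 100% = reference agonist; values of inactives mirror those of a sister screen read the other way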
Ecoli viability: reduces bacterial viability in AddAB counter-screen; E. coli V3065 growth, OD600 absorbance, 18 h; inhibition, % at 11.9 µM; 330,000 compounds, 0.27% hits;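 active means inhibition above the campaign's mean inhibition across all tested compounds plus 3 SD, cut at about 9.9% in these data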;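 further: uninfected addAB+ strain grown without phage in ampicillin broth; 0% = DMSO wells and 100% = ciprofloxacin 0.95 µg/ml wells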
Pemphigus Ab inh: blocks pemphigus antibody binding to human desmoglein-3 | P32926 | DSG3-coupled beads, scFv-anti-DSG3-GFP binding, flow cytometry; active compounds read low | binding (percent of control), % at 10 µM | 310,000 compounds, 0.48% hits;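 active means binding more than 3 SD below its plate's average and above zero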;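 further: hits lower antibody fragment binding to DSG3; some compounds called inactive have numbers as strong as hits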
Target sequence (P32926 whole entry, looked up, the tested form may be a part): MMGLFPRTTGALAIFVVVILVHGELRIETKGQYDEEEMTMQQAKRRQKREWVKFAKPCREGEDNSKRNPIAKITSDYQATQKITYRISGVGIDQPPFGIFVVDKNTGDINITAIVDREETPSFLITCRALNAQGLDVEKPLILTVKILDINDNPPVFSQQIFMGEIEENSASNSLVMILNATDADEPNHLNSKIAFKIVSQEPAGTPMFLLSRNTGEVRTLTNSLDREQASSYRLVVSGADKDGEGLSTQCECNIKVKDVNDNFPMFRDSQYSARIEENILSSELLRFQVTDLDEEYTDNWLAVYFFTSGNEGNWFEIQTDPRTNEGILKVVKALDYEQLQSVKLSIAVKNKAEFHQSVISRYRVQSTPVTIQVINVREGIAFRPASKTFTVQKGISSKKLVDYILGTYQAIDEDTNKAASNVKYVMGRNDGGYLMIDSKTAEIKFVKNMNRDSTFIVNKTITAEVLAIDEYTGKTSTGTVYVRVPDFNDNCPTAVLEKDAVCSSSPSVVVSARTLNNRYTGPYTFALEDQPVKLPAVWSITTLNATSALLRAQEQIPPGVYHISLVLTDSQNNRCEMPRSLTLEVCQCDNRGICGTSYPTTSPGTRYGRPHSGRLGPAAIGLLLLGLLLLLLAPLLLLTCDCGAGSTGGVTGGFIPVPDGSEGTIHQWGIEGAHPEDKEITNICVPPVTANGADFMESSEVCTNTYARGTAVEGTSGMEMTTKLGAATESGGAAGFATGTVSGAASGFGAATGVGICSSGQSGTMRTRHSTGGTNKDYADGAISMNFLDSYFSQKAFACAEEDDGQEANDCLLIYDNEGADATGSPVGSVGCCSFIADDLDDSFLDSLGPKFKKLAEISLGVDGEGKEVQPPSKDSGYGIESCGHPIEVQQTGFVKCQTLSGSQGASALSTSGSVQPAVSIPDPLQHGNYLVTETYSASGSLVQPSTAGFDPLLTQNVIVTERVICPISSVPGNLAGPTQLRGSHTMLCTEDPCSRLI
* hit, by the source's call; x = no result given; + = active, no number.

molecule | OPRM1-OPRD1 inv | MOR-DOR ag | Ecoli viability | Pemphigus Ab inh | phage Ecoli inh | PfHsp90 yeast 2 | HTR5A inv ag | Mot1-301 SUMO | HTR5A ag ctr | PKA-R1A activ | AddAB inh
COc1cc(/C=N/N2CCN(Cc3ccccc3)CC2)cc(OC)c1OC(C)=O | 12 | -2.4 | 0.9 | 118 | 1.7 | 11 | -3 | -1 | 1 | -6 | 1.7
O=C(O)CCC(=O)NCC(=O)c1ccc(F)cc1 | x | x | 1.4 | 100 | 2.0 | 4 | x | -7 | x | x | 3.9
O=C1COc2ccc3ccccc3c21 | 8 | -1.6 | 1.4 | 102 | -0.2 | -10 | -6 | 223 | 2 | 8 | -2.1
CCOC(=O)[C@@H]1[C@H]2COc3cc(OC)ccc3[C@@H]2N2C(=O)N(c3ccc(C)cc3)C(=O)[C@]12C | 16 | -3.0 | 1.3 | 101 | 1.0 | -4 | -9 | 13 | 1 | 10 | -0.3
N=c1c(C(=O)NC2CCCC2)cc2c(=O)n3ccccc3nc2n1C1CCCC1 | 15 | -3.0 | -0.1 | 94 | 0.5 | -10 | 19 | 19 | 2 | 1 | 1.4
O=C(CN1C(=O)NC2(CCCc3ccccc32)C1=O)c1ccc(Br)cc1 (centres undefined) | 2 | -0.3 | 3.5 | 97 | 3.6 | 5 | -21 | 322 | -3 | -6 | 3.1
CCNC(=O)NC(=O)COC(=O)c1ccccc1SCC(=O)NC(=O)NCC | -7 | 1.4 | 0.9 | 110 | 1.9 | 11 | 5 | -19 | 3 | -11 | 2.7
CCOC(=O)c1c(C)[nH]c(C(=O)OCC(=O)NCc2ccccc2)c1C | -8 | 2.0 | 1.7 | 95 | 2.6 | -8 | 1 | 5 | 0 | -8 | 2.4
O=C(Nc1ccccc1Cl)c1ccc2c(c1)N(Cc1ccc(F)cc1)C(=O)CS2=O (centres undefined) | 11 | -2.2 | 0.7 | 108 | 0.3 | 1 | 2 | -3 | -1 | 2 | 1.9
COc1ccccc1C(=O)N1CCN(C(=O)COc2cccc(C)c2)CC1 | -7 | 1.2 | -1.6 | 108 | 2.5 | -19 | -12 | x | -4 | -3 | -0.3
CCCOC(=O)Nc1ccccc1C(N)=O | 10 | -1.8 | -0.5 | 101 | 3.1 | -5 | -18 | -19 | 5 | -5 | -0.2
CC(=O)NCCn1c(SCc2cc(F)ccc2F)nc2ccccc2c1=O | 3 | -0.7 | 1.8 | 101 | 1.2 | 2 | 7 | -2 | -3 | 5 | 1.2
C/C(=N\Nc1nccnc1Cl)c1ccc([N+](=O)[O-])cc1 | 11 | -2.2 | 2.0 | 110 | 1.3 | 3 | 15 | 131 | -6 | 8 | 2.7
COc1ccc(/C=N/NC(=S)Nc2cccc(C(=O)O)c2)cc1OC | -1 | 0.2 | -0.5 | x | 0.7 | 5 | -8 | 22 | -2 | -1 | 2.2
O=C(c1ccc(Cl)c(S(=O)(=O)N2CCOCC2)c1)N1CCN(c2ccccn2)CC1 | 14 | -3.7 | -3.2 | 102 | 2.8 | x | -8 | -3 | -1 | 2 | 1.1
CC1(C)OC(c2ccccc2)=C/C(=C/C=C2C(=O)c3ccccc3C2=O)O1 | 15 | -2.5 | 2.7 | 92 | 3.2 | 14 | 1 | -10 | 0 | 2 | 1.2
Cn1c(NC2CCCCC2)cc(=O)n(C)c1=O | 13 | -2.8 | -1.3 | 103 | 0.9 | -8 | -6 | -12 | 1 | -10 | 2.9
COc1ccc(C(CNC(=O)c2cccc(NS(=O)(=O)c3ccc(C)c(F)c3)c2)N2CCCC2)cc1 (centres undefined) | 0 | -0.1 | -1.1 | 147 | 4.3 | -21 | -21 | 26 | 7 | 6 | 0.0
COc1ccc2nc(NC(=O)c3ccc(NS(=O)(=O)c4cccs4)cc3)sc2c1 | -2 | 0.5 | 0.0 | 100 | -1.0 | 8 | 1 | -16 | 0 | -10 | 4.3
NC(=O)c1ccsc1NC(=O)COC(=O)Cc1c[nH]c2ccccc12 | 8 | -1.6 | 0.6 | 98 | 3.7 | -18 | 10 | 8 | 4 | -16 | -0.5
O=[N+]([O-])c1ccc(NN=Cc2ccc(O)cc2O)nc1 | 2 | -0.5 | x | 92 | 0.6 | 1 | 18 | x | -5 | -4 | x
O=C(Nc1cccc(C(=O)N2CCCCC2)c1)C1CCCCC1 | 0 | -0.1 | x | 101 | 3.4 | 20 | -12 | x | 4 | -10 | x
CC(C)(C)C(=O)Nc1ccc(-c2nnc3n2CCCCC3)cc1 | 14 | -2.6 | x | 103 | 3.1 | -1 | -1 | 0 | 3 | 5 | x
CC1CCc2nn(CC(=O)NCc3ccc(F)cc3)cc2C1 (centres undefined) | 12 | -2.4 | 1.1 | 109 | 1.7 | x | 10 | -5 | -3 | -6 | 3.4
O=C(CN(Cc1ccc(Cl)cc1)C(=O)CN1C(=O)COc2ccccc21)NC1CCCC1 | -2 | 0.2 | -2.8 | 122 | -1.8 | 21 | -8 | -5 | 0 | -12 | -0.1
Cc1cccc(N2CCN(C(=O)c3ccc(CNc4c(N5CCC(C)CC5)c(=O)c4=O)cc3)CC2)c1C | -17 | 2.4 | 1.1 | 90 | 3.8 | 6 | 10 | -12 | 5 | -1 | -0.6
CN(CC(=O)Nc1ccc(N2CCOCC2)cc1)Cc1cc(=O)n2ccsc2n1 | 2 | -0.3 | 0.6 | 116 | 2.4 | 6 | 3 | 61 | -1 | 0 | 0.7
O=C(CSc1nnc(CNC(=O)c2ccco2)o1)Nc1cccc(C(F)(F)F)c1 | 12 | -2.3 | -3.6 | 104 | -1.1 | 17 | 14 | -11 | 2 | 3 | 0.5
COc1ccc(OC)c(Cc2nnc(CCC(=O)NCc3ccsc3)o2)c1 | -1 | 0.2 | -0.8 | 92 | 2.7 | 15 | -18 | + | -3 | 2 | 5.2
COc1cccc(C(=O)NCc2ccco2)c1 | 8 | -1.7 | 1.7 | 102 | 1.8 | -16 | 0 | 2 | 0 | -1 | -0.1
CCOc1ccccc1N/C=C/C(=O)C(C)(C)C | -24 | 4.8 | -2.9 | 102 | 3.7 | -15 | 12 | x | 0 | 3 | -1.9
CN(C)CCCNc1nc(N)c([N+](=O)[O-])c(NC2CCCCC2)n1 | 11 | -2.4 | -1.2 | 96 | 0.9 | 2 | -9 | 8 | 3 | -5 | -1.4
CCOC(=O)C1(C)NC(c2ccco2)C2C(=O)N(c3ccccc3)C(=O)C21 (centres undefined) | 13 | -2.5 | 1.6 | 96 | 3.0 | 12 | -10 | -9 | 0 | 4 | 2.4
Nc1c(Cl)cc(N=Nc2ccccc2)cc1Cl | 3 | -0.6 | x | 87 | 1.2 | x | -1 | x | 0 | 1 | x
Clc1cccc(N2CCN(Cc3nnc(-c4ccccc4)o3)CC2)c1 | -2 | 0.4 | 1.0 | 89 | 3.9 | 8 | -6 | -1 | 2 | -4 | -1.0
COC(=O)c1scc(C)c1NC(=O)C(Cl)c1ccccc1 (centres undefined) | 13 | -2.0 | 0.8 | 85 | 4.7 | -27 | 12 | -12 | -5 | -8 | 1.8
Cc1nc(Cl)sc1C(=O)Nc1cccc(Cl)c1 | -3 | 0.5 | 2.5 | 110 | 0.1 | 9 | -16 | -14 | 6 | 4 | 4.9
Cc1ccc(-c2nnc(CSc3nncn3N)o2)cc1 | 15 | -2.6 | 1.2 | 108 | 0.8 | -34 | 3 | 144 | -3 | -1 | 0.4
CC1CC(C)CN(CCCNC(=O)C2CCCN(S(=O)(=O)N3CC(C)CC(C)C3)C2)C1 (centres undefined) | 3 | -0.6 | -2.2 | 97 | 2.1 | -8 | -8 | 2 | 2 | -12 | 1.5
CC1CN(C(=O)c2ccccc2)OC(c2ccc3c(c2)OCO3)O1 (centres undefined) | 6 | -1.1 | 3.0 | 91 | 0.8 | 9 | -10 | 1 | -3 | -5 | 1.3
COc1ccc(C2(C(=O)O)CCCC2)cc1 | 5 | -1.0 | 1.0 | 102 | 2.7 | -9 | -6 | -12 | 6 | 4 | 0.3
Cc1ccnc(NS(=O)(=O)c2ccc(NC(=O)CN3C(=O)CCC3=O)cc2)n1 | -3 | 0.4 | -0.7 | 103 | 6.7 | -27 | 5 | -4 | -2 | -1 | 5.7
CC(C)Cn1cnc2c1c(=O)n(CC(=O)NC(=O)NC(C)(C)C)c(=O)n2Cc1ccccc1 | -10 | 1.2 | -1.8 | 113 | 1.5 | -2 | -2 | 4 | 1 | 6 | 2.8
Cc1cc(=O)[nH]c(N2CCc3ccccc3C2)n1 | 11 | -2.0 | 1.2 | 98 | 2.3 | -8 | 7 | -13 | 2 | -1 | 0.8
CN(C)c1ccc(/C=N/NC(=O)CNC(=O)/C=C/c2ccco2)cc1 | 17 | -2.7 | -0.4 | 100 | 0.3 | -5 | -7 | 20 | -5 | 1 | 3.4
O=C(O)c1cc(NC(=O)c2cccc(N3C(=O)c4ccccc4C3=O)c2)cc(C(=O)O)c1 | 18 | -3.3 | -0.7 | 94 | -1.5 | 3 | 11 | 16 | 0 | -12 | -2.7
CCCCNC(=S)NNC(=O)c1ccc2c(c1)OCO2 | 15 | -2.8 | -2.4 | 102 | 2.1 | -17 | 13 | 6 | 1 | -3 | 2.2
Cc1ccc2c(c1)c(N=Nc1cccc(C(=O)O)c1)c(O)n2C | 22 | -4.3 | -2.0 | 100 | 4.5 | 15 | 0 | 3 | 0 | -9 | -0.6
O=[N+]([O-])c1cc(S(=O)(=O)N2CCCC2)ccc1SCCO | -13 | 2.8 | -3.0 | 94 | 2.1 | -11 | -15 | -5 | 6 | -8 | -0.6
CCN(CC)CCNc1nc2c(c(=O)[nH]c(=O)n2C)n1CC(O)COc1ccc(Cl)cc1Cl (centres undefined) | 21 | -3.8 | 3.1 | 97 | -0.4 | -6 | 6 | -4 | -2 | 1 | 3.0
O=C(Nc1nccs1)C1CCN(S(=O)(=O)c2cccs2)CC1 | 10 | -1.8 | -0.6 | 103 | 2.9 | 7 | -2 | 13 | -2 | -6 | 0.5
COC(=O)c1ccc(COc2ccccc2/C=C(\C#N)C(=O)Nc2ccc(C)cc2)cc1 | 2 | -0.4 | 0.3 | 116 | 2.6 | -12 | 18 | 3 | 1 | 0 | 5.9
O=C1C=C(Nc2ccccc2)C(=O)c2ccccc21 | -34 | 6.7 | -3.9 | 108 | 2.0 | -50 | -1 | -40 | 5 | -1 | 1.5
CCOC(=O)c1c(NC(=O)Nc2ccccc2)sc(C)c1C | -7 | 1.5 | -1.3 | 96 | 3.2 | x | -17 | 295 | 8 | -5 | 2.4
Cc1c(CN2CCC(C)CC2)c(=O)n(-c2ccccc2)n1C | 5 | -1.0 | -3.0 | 98 | 2.5 | -40 | 30 | -2 | 0 | -2 | -1.9
